Source: PubChem BioAssay
hIAP inh: human IAP inhibitors, primary screen, biochemical, luminescence, uHTS; Intestinal-type alkaline phosphatase (Homo sapiens), P09923; inhibition, % at 10 µM; purified IAP, CDP-Star luminescence, 30 min; hit rate 0.12% among 330,000; AID 2544, 2010;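 active = inhibition reaching a set limit with compound at 10 µM in the primary screen, cut at about 35% in these data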;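 note: plate controls were DMSO wells with enzyme for no effect and no-enzyme buffer wells for full effect; values of inactives mirror those of a sister screen read the other way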
Target sequence (P09923 whole entry, looked up): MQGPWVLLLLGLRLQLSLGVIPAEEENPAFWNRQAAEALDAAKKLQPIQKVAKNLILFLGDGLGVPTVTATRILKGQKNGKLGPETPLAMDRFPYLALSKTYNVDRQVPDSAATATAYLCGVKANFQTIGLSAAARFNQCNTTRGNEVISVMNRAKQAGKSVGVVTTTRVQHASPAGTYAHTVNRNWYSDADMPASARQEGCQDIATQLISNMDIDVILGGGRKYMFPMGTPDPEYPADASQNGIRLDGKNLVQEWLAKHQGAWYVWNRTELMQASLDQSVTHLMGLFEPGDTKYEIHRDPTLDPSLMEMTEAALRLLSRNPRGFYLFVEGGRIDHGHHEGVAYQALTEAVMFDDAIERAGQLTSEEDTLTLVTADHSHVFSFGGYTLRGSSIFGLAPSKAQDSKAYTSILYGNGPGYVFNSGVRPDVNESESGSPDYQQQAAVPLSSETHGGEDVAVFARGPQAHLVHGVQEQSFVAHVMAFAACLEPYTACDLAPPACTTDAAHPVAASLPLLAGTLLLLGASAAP
mIAP activ: activators of mouse IAP, primary screen, biochemical, luminescence, uHTS; AID 2805, 2010; activation factor at 10 µM; hit rate 0.24% among 330,000; intestinal alkaline phosphatase [Mus musculus]; muIAP, CDP-Star luminescence, 30 min; active compounds read high; 1 = vehicle-only enzyme signal, 0 = enzyme-free wells;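 active = activation factor of at least 2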; note: the source names both 10 and 20 µM as test concentration; values of inactives mirror those of a sister screen read the other way
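Assay system: mouse IAP enzyme; reagent: chemiluminescent substrate CDP-Star; dosing: test compounds delivered from DMSO solution; schedule: 30 min at room temperature; measured by: luminescence from enzymatic CDP-Star hydrolysis; controls: DMSO-only wells and no-enzyme negative control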
beta cell repl: inducers of MIN6 beta-cell proliferation, primary screen, ATP luminescence, uHTS | AID 2380, 2010 | MIN6 cells proliferation, ATPlite luminescence, 48 h; cells starved in 0.2% serum; 100% = growth in 10% serum | proliferation, % at 10 µM | hit rate 0.29% among 330,000;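 active = compounds whose signal lies at least 3.5 SD above the mean of all wells on their plate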;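 note: 0% = DMSO-treated cells in low-serum medium and 100% = 10% serum control; some compounds called inactive have numbers as strong as hits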
hIAP act: human IAP activators, primary screen, biochemical, luminescence, uHTS. purified human IAP, CDP-Star luminescence, 30 min; active compounds read high; 1 = vehicle-only enzyme, 0 = enzyme-free background. activation factor at 10 µM. hit rate 0.16% among 330,000. AID 2524, 2010;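 active = activation factor of the enzyme at least 2-fold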; note: the source names both 10 and 20 µM as test concentration; values of inactives mirror those of a sister screen read the other way
APOBEC3G inh: APOBEC3G DNA deaminase inhibitors, primary screen, biochemical, fluorescence, single-stranded DNA substrate, uHTS. AID 493012, 2011. hit rate 0.28% among 330,000. recombinant A3G, ssDNA deamination FAM/TAMRA fluorescence. inhibition, % at 20 µM. DNA dC->dU-editing enzyme APOBEC-3G (Homo sapiens), Q9HC16;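 active = inhibition of at least 40% at 20 µM, with no more than 30% in the related APOBEC3A deaminase screen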;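 note: plate controls were DMSO wells with A3G for no effect and wells lacking A3G enzyme for full effect; some compounds called inactive have numbers as strong as hits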
Target sequence (Q9HC16 whole entry, looked up): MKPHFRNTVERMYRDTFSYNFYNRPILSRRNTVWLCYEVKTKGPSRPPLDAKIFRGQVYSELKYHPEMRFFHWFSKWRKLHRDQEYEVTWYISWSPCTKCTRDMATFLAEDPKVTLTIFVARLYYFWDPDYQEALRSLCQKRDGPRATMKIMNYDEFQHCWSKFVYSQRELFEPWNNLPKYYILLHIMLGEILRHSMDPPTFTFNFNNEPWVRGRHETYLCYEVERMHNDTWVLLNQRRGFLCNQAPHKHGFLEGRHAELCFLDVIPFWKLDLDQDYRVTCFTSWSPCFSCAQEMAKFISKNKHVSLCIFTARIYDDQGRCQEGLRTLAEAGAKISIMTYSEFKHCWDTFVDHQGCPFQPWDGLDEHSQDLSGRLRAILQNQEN
mIAP block: inhibitors of mouse IAP, primary screen, biochemical, luminescence, uHTS | purified mouse IAP, CDP-Star luminescence, 30 min | hit rate 0.2% among 330,000 | intestinal alkaline phosphatase [Mus musculus] | inhibition, % at 10 µM;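 active = inhibition of at least 40% at 10 µM in the primary screen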;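 note: plate controls were DMSO with enzyme for no effect and no enzyme wells for full effect; values of inactives mirror those of a sister screen read the other way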
A3A deaminase: APOBEC3A ssDNA deaminase inhibitors, primary screen, selectivity assay for APOBEC3G inhibitor project, biochemical, FAM/TAMRA oligo cleavage fluorescence | DNA dC->dU-editing enzyme APOBEC-3A (Homo sapiens), P31941 | recombinant A3A, FAM/TAMRA ssDNA deamination fluorescence | inhibition, % at 20 µM | hit rate 0.41% among 330,000 | AID 493011, 2011;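 active = at least 40% inhibition at 20 µM here, with at most 30% in a related deaminase screen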;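 note: plate controls were A3A with DMSO for no effect and wells lacking A3A enzyme for full effect; some results filed as inactive read as strong as hits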
MPTP inh: mitochondrial permeability transition pore inhibitors, primary screen, biochemical, isolated mouse mitochondria, absorbance; AID 602449, 2012; Ca2+ swelling absorbance, 30 min; inhibition, % at 10 µM; hit rate 1.4% among 360,000;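 active = inhibition of 50% or more, scaled per plate between neutral and stimulator controls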;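 note: 0% = DMSO wells given calcium and 100% = 1 mM EGTA wells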
GRIN3A LBD mod: binders of NR3A ligand-binding domain, primary screen, biophysical, differential scanning fluorimetry, uHTS; Glutamate receptor ionotropic, NMDA 3A (GRIN3A) ligand-binding domain; NR3A LBD differential scanning fluorimetry, Tm shift; 0% = protein alone, 100% = glycine-bound protein; Tm shift relative to glycine control, % at 25 µM; hit rate 2.5% among 340,000; AID 1259313, 2017;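 active = melting temperature shift of at least 10% of the positive control shift, at one fixed dose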
Active calls of the source: *; / = not tested or not shown.

SMILES	hIAP inh	mIAP activ	beta cell repl	hIAP act	APOBEC3G inh	mIAP block	A3A deaminase	MPTP inh	GRIN3A LBD mod
CC1=CC(=O)CC(C)(C)C1(O)/C=C/C(C)=C/C(=O)O (stereo unspecified)	-8	0.96	-2	1.1	-5	4	-2	-1.7	-2
COCCn1cnnc1SCC(=O)Nc1cccc(S(=O)(=O)N(C)c2ccccc2)c1	-19	0.97	2	1.2	-4	3	1	-2.1	-1
S=C(c1ccc(Cl)cc1)N1CCN(Cc2ccccc2)CC1	7	0.99	2	0.93	0	1	0	-1.0	-3
CC(C)C[C@H](NC(=O)OC(C)(C)C)c1nnc(SCC(=O)Nc2ccc(Br)cc2)o1	-8	0.95	-3	1.1	2	5	0	66*	-1
O=C(O)c1ccc(-c2noc(-c3cccc(C(F)(F)F)c3)n2)cc1	0	0.98	3	1	-8	2	-1	0.0	13*
Cc1ccc(C)c(S(=O)(=O)N2CCN(C(=O)CSc3ccccc3F)CC2)c1	-25	0.94	0	1.2	-7	6	-1	0.1	-2
CSc1nc(-c2ccccc2)nc(N2CCOCC2)c1C(C)=O	9	0.88	2	0.91	-3	12	15	-1.3	0
CC(CN1CCN(C)CC1)OC(=O)c1ccccc1 (stereo unspecified)	6	0.97	-4	0.94	0	2	-3	-4.4	0
CCOc1ccc(CNC(=O)CCn2c(=O)oc3ccccc32)cc1OC	-2	0.98	-2	1	-5	2	-1	0.0	0
CCN(CC)c1ccc(CNc2ccc3c(c2)ncn3CC)cc1	-19	0.87	-5	1.2	-7	13	-2	/	9
C[C@@]12CCC=C[C@H]1[C@H](c1ccc3ccccc3c1Br)N(Cc1ccccc1)C2=O	8	1.1	-6	0.92	20	-6	0	-1.2	2
Cc1cc2cc(CNC(=O)Nc3ccccc3)ccc2n1C	6	0.81	-1	0.94	-7	19	-4	5.6	-22
CC(C)[C@H](NC(=O)C1CCC(CNC(=O)[C@@H]2CCCN2C(=O)OC(C)(C)C)CC1)C(=O)O (stereo partly specified)	3	1	2	0.97	-11	-3	-3	-0.8	1
Cc1ccccc1C(CC(=O)c1cccs1)C(C#N)C#N (stereo unspecified)	-9	0.97	0	1.1	-8	2	-4	1.5	0
CC(C)Cn1c(N)c(C(=O)COC(=O)c2cc(-c3ccccc3)nc3ccccc23)c(=O)n(C)c1=O	-6	1	-6	1.1	-13	-4	-1	7.2	3
CCn1c(SCc2ccccc2)nc2c(c1=O)SCC2	8	1	3	0.92	-4	-4	3	0.6	-2
N#Cc1ccccc1NC(=O)COC(=O)C1CCN(C(=O)c2ccc(Cl)cc2)CC1	-5	0.95	-2	1	0	5	3	-2.7	0
Cc1c(NC(=O)c2cc(S(=O)(=O)N3CCCCC3)ccc2Cl)c(=O)n(-c2ccccc2)n1C	-18	0.97	-1	1.2	-2	3	-1	-1.4	-1
CC1(C)CC2CC(C)(CN2C(=S)Nc2ccccc2F)C1 (stereo unspecified)	-11	1.1	-2	1.1	-4	-12	0	-1.7	9
Cc1nnc(-c2cnn(C)c2N)n1Cc1ccccc1F	1	0.97	2	0.99	4	2	12	-1.5	1
CCC(Cc1ccccc1)NC(=O)C1CCN(S(=O)(=O)c2ccc3c(c2)CC(C)N3C(C)=O)CC1 (stereo unspecified)	0	1.2	-2	1	10	-18	2	-0.3	0
CCC(C)NCCOCCOc1ccccc1-c1ccccc1 (stereo unspecified)	-8	0.97	-4	1.1	-9	3	-7	9.7	1
Cc1ccc(SCc2cc(=O)[nH]c(SCC(=O)Nc3cc(Cl)ccc3Cl)n2)cc1	19	0.95	-3	0.81	-7	5	0	26	-1
CC(OC(=O)CSc1ccc(F)cc1)C(=O)NC1(C#N)CCCCC1 (stereo unspecified)	9	0.93	-2	0.91	-4	7	2	-3.0	1
CCOc1cccc(C(=O)Nc2nnc(-c3cccs3)s2)c1	14	0.97	0	0.86	-3	3	2	0.3	0
COc1ccc(/C=N/NC(=O)CN2CCCc3ccccc32)c(OC)c1	10	0.96	-4	0.9	2	4	2	0.9	1
O=C(Nc1ccc(Nc2ccccc2)cc1)c1ccc(Br)o1	-23	1.1	-4	1.2	-4	-8	-2	5.5	21*
O=C(OCC(=O)N1CCc2ccccc21)c1c2c(nc3ccccc13)CCCC2	16	0.9	-1	0.84	-2	10	-3	3.5	-9
O=C(NCC1CCCO1)c1cc(S(=O)(=O)Nc2ccc(Br)cc2)ccc1Cl (stereo unspecified)	5	0.91	1	0.95	-8	9	-2	0.2	-5
COc1ccc(NC(=O)CSc2n[nH]c(=O)n2C2CC2)cc1Cl	-19	0.99	-2	1.2	-9	1	-2	-0.7	-1

Compound profiles, as listed above. Order of screens: hIAP inh | mIAP activ | beta cell repl | hIAP act | APOBEC3G inh | mIAP block | A3A deaminase | MPTP inh | GRIN3A LBD mod
Results for `S=C(c1ccc(Cl)cc1)N1CCN(Cc2ccccc2)CC1` = 7 | 0.99 | 2 | 0.93 | 0 | 1 | 0 | -1.0 | -3
Results for `CCOc1cccc(C(=O)Nc2nnc(-c3cccs3)s2)c1` = 14 | 0.97 | 0 | 0.86 | -3 | 3 | 2 | 0.3 | 0

(next part)
SMILES	hIAP inh	mIAP activ	beta cell repl	hIAP act	APOBEC3G inh	mIAP block	A3A deaminase	MPTP inh	GRIN3A LBD mod
C=CCN1C(=O)/C(=C\c2ccc(Oc3nc(N4CCOCC4)nc(N4CCOCC4)n3)c(OC)c2)SC1=S	5	0.96	-4	0.95	-2	4	4	-0.4	0
C/C(N)=C(/C#N)C(=O)CSc1nc2ccccc2c(=O)n1CCCOC(C)C	-2	0.94	-1	1	-8	6	0	1.7	3
Cc1ccc(OCCSc2nc3ccccc3n2CC(=O)O)c(C(C)C)c1	11	0.89	0	0.89	-9	11	-2	0.6	-6
COc1ccc(-c2csc(-c3cccnc3)n2)cc1C	-4	0.99	1	1	1	1	2	0.0	1
COc1cc2c(cc1OC)C(c1cc3cccc(C)c3[nH]c1=O)N(C(=O)c1ccco1)CC2 (stereo unspecified)	5	1	0	0.95	-6	-1	-3	-1.0	/
O=C(CSc1nc(N2CCCCC2)nc(N2CCCCC2)n1)Nc1nccs1	-19	1.1	-3	1.2	0	-10	1	-3.2	3
Cc1c(CN(C)C(=O)/C=C/c2ccc([N+](=O)[O-])cc2)cnn1C	-2	1	-1	1	0	-4	0	0.8	-11
Cc1cc(C)c(NC(=S)NCCO)c(C)c1	-25	1	-2	1.3	8	-5	-9	2.3	1
COc1cc2oc3ccccc3c2cc1N(CC(=O)N(C)C)S(=O)(=O)c1ccc(C)cc1	6	1	-3	0.94	1	0	-3	0.1	-3
Cc1c(C(=O)OCCOc2ccccc2)[nH]c2c1C(=O)CCC2	-7	0.98	0	1.1	-9	2	-9	19	-1
Cc1cccc(NC(=O)c2ccc(NC(=O)CC3SC(N4CCCC4)=NC3=O)cc2)n1 (stereo unspecified)	-8	1	0	1.1	14	-3	0	-1.0	-1
COc1cc(Cl)cc(C2NC(=O)NC(C)=C2C(=O)NCc2ccccc2)c1O (stereo unspecified)	-10	1.1	-2	1.1	-4	-8	-2	-2.9	-1
C=CCN1C(=O)c2ccccc2C1(O)Cc1ccccc1 (stereo unspecified)	-6	1	4	1.1	-1	-2	2	0.3	-1
COc1ccc(C2Nc3ccccc3C(=O)N2Cc2ccco2)cc1COc1ccc([N+](=O)[O-])cc1 (stereo unspecified)	1	0.92	-4	0.99	-5	8	-1	-1.5	-25
O=C(c1cc(-c2ccccc2)nc2ccccc12)N1CCc2ccccc2C1	17	0.91	-5	0.83	-10	9	-3	-2.5	3
S=c1[nH]nc(COc2ccccc2)n1/N=C/c1cccnc1	16	0.97	0	0.84	56*	3	-1	1.0	-8
Cc1ccc(C(NC(=O)C2CCCCC2)c2c(O)ccc3ccccc23)cc1 (stereo unspecified)	-5	1	-7	1.1	-3	-1	0	99*	4
O=C(Nc1ccc2nccnc2c1)c1cnccn1	-4	1.1	-2	1	-10	-5	-4	-1.9	0
COCCCNC(=O)CCSc1ccc(C)cc1	1	1	0	0.99	-3	-1	0	-0.4	-1
CCOC(=O)C1CCCN(S(=O)(=O)c2cc(Br)cc3c2N(C(=O)CC)CC3)C1 (stereo unspecified)	0	1	4	1	-10	0	-4	-1.5	0
Nc1ccc(-c2ccc(N)c([N+](=O)[O-])c2)cc1[N+](=O)[O-]	30	1	-2	0.7	-8	-2	-1	5.0	8
Cc1ccn2c(Nc3ccc4c(c3)OCO4)c(-c3ccc(O)cc3)nc2c1	-9	1	-6	1.1	2	-2	-9	1.9	-1
Cc1ccc(-c2nc3cc(NC(=O)C(C)C)ccc3o2)cc1C	10	1.1	-3	0.9	0	-10	-1	10	-6
O=C(CN(C1CCCCC1)S(=O)(=O)c1ccc(Cl)cc1)N1CCOCC1	10	1.1	-2	0.9	-3	-8	-1	0.3	2
CC(=O)Nc1ccc(S(=O)(=O)N(C)CC(=O)NNC(=O)Cc2nc3ccccc3n2C)cc1	-130	1.1	-1	2.3*	4	-6	-2	-2.6	-1
CCc1ccc(NC(=S)Nc2cccc(OC)c2)cc1	-30	1.2	-8	1.3	-4	-21	-3	1.6	3
Cc1cccc2cc(CN(Cc3ccco3)C(=O)NC3CCCCC3)c(=O)[nH]c12	-8	1	-4	1.1	-1	-4	0	2.4	-3
O=C(OCn1nnc2ccccc2c1=O)c1ccc(Br)o1	-2	0.91	-1	1	-3	9	4	-0.6	0
C#CC1(NC(=O)NC(C)C)CCCCC1	12	0.97	2	0.88	-1	3	-1	0.4	-1
COc1ccc(CN2CCNC(=O)C2CC(=O)NCc2cc(C)n(C)n2)c(F)c1 (stereo unspecified)	13	1	0	0.87	-4	-4	0	-1.3	2
COc1ccc(-c2nnc(SCc3c(C)noc3C)o2)cc1	0	1.1	-2	1	-7	-7	-12	0.6	0
COc1cccc(OC)c1C(=O)Nc1ccc(N2CCCC2)cc1	10	0.96	-1	0.9	-2	4	2	-0.2	2
COC(=O)c1ccc(C)c(NC(=O)CSc2nnc3ccccn23)c1	-1	0.95	-1	1	-3	5	1	-1.1	0
CN(c1ccccc1)S(=O)(=O)c1cc(C(=O)c2nccn2C)ccc1Cl	-14	1	-2	1.1	0	-1	5	0.7	4
COC(=O)c1cccc(NC(=O)CN2CCN(c3ccc(OC)cc3)CC2)c1	1	0.81	1	0.99	-3	19	1	-1.6	1
O=C(c1cc(COc2c(F)cccc2F)on1)N1C[C@H]2CC[C@H]1C2	-17	1	3	1.2	-8	0	-3	1.2	1
COc1cccc(NC(=S)N(CCCN2CCOCC2)C(C)c2cc3cccc(OC)c3o2)c1 (stereo unspecified)	-9	1.1	0	1.1	-8	-9	1	2.0	2
